From PubChem
EPAC1 agonist = activates human EPAC1 exchange factor | EPAC1 agonist qHTS, biochemical assay; response scale: 100% = response to 6.5 mM cAMP | hit rate 0.073% among 360,000 | AID 720707 | Potency, µM (doses to about 154 µM), for the others: at the highest dose activation, most hits filed as activators | O95398; also: potency is read from the fitted curve at half-maximal effect; nearly all actives have a fitted effect of over 60% in size
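Fluorescent GDP-exchange assay: 100 nM EPAC1 with 250 nM Rap1B preloaded with BODIPY-GDP and 50 uM GDP; compounds tested as concentration series, 5 min at room temperature, then read every 5 min for 30 min (ex 480/em 540 nm); normalized to 6.5 mM cAMP.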
GLP1R inv ag = acts as inverse agonist at human GLP-1 receptor; HEK293 GLP-1R CRE-luciferase, luminescence, 24 h; GLP-1R form is constitutively active; P43220; AID 624417; hit rate 1.6% among 410,000; Potency, µM (top dose mostly 38.3 µM), without a hit: at the highest dose activity change, negative = inhibition, actives largely listed as inhibitors; also: potency is read from the fitted curve at half-maximal effect; % is scaled to controls: 0 for no effect and ±100 for the full control effect; nearly all actives have a fitted effect of over 55% in size
Target sequence (P43220 whole entry, looked up): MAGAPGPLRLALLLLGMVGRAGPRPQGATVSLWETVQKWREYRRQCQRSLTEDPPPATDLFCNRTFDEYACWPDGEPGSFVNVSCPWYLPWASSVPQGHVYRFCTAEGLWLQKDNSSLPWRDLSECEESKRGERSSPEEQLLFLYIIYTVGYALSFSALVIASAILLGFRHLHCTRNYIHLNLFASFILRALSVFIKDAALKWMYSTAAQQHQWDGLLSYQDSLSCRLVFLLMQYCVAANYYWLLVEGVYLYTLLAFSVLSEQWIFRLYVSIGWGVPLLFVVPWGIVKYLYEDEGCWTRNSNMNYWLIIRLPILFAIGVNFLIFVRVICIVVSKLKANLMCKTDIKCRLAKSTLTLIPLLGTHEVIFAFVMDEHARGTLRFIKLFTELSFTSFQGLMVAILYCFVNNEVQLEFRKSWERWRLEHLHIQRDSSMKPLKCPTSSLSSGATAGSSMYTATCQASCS
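Seeding at 200 cells/uL, 12 h culture, 24 hr compound treatment, then luciferase reagent and a luminescence read; cells are HEK293 stably expressing a constitutively active GLP-1R plus cAMP-responsive luciferase.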
PLK1 PBD block = inhibitors of human PLK1 polo-box domain binding | P53350 | Plk1 PBD binding of FITC phosphopeptide, fluorescence polarization | Potency, µM, for inactives: max response, negative = inhibition, hits mostly inhibitors | hit rate 2.8% among 360,000 | AID 720504; also: potency is read from the fitted curve at half-maximal effect; series mostly up to about 57 µM; % is scaled to controls: 0 for no effect and ±100 for the full control effect; nearly all actives have a fitted effect of over 65% in size
GLP1R ag = activates the human GLP-1 receptor; P43220; HEK293 GLP-1R CRE-luciferase, luminescence, 4-6 h; cells express a hypersensitive GLP-1R form; Potency, µM (top dose mostly 45.6 µM), for inactives: at the top dose activation, hits mostly activators; hit rate 0.007% among 380,000; also: potency is read from the fitted curve at half-maximal effect; % of control where 0% means no effect
IL-2 act = activates IL-2 in a cell-based reporter assay. AID 652025. IL-2 activation reporter assay, cell-based qHTS; stimulated with anti-CD3/CD4/CD28 beads; in transgenic mouse T cells. activation, % (series mostly up to about 46 µM). hit rate 0.065% among 360,000; in the data active = activation above about 50%; inconclusive = mostly about 30% to 49%; also: 0% is about no effect
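Unstimulated transgenic mouse T cells preincubated 60 min with compound, then stimulated with anti-CD3/anti-CD4-coated beads plus anti-CD28 for 18 h at 37 degrees C. IL-2 response read as EGFP and DsRed fluorescence by plate cytometry.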
PTHR1 ag = PTHR1 (human) receptor agonism | Q03431 | HEK293 GP2 PTHR1 cells, GloSensor cAMP luminescence, 1 h | Potency, µM (highest dose often 115 µM), for inactives: at the top dose activation, most hits filed as activators | hit rate 0.075% among 410,000 | AID 743266; also: potency is read from the fitted curve at half-maximal effect; nearly all actives have a fitted effect of over 55% in size; some results filed as inactive show a strong effect at the top dose; inactives centre near -15; many of its hits are not listed in these tables
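HEK-293-derived GP2 cells expressing PTHR1 and a GloSensor cAMP reporter, 3,000/well, plated overnight, given luciferin plus IBMX (each 0.5 mM as added) for 1 h at 37 °C, then compound for 1 h at 37 °C. Luminescence was read after 15 min at room temperature.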
PI5P4K alpha inh = PI5P4K alpha (human) kinase inhibition; P48426; PI5P4Kalpha enzyme, ADP-Glo luminescence, 60 min; stronger effect = lower value; max response, %; hit rate 1.2% among 330,000; active = max response of -50% or lower; inconclusive = between -30% and -50%; inactive = -30% or higher; also: value at the top dose of about 77 µM; % is scaled to controls: 0 for no effect and ±100 for the full control effect
Target sequence (P48426 whole entry, looked up): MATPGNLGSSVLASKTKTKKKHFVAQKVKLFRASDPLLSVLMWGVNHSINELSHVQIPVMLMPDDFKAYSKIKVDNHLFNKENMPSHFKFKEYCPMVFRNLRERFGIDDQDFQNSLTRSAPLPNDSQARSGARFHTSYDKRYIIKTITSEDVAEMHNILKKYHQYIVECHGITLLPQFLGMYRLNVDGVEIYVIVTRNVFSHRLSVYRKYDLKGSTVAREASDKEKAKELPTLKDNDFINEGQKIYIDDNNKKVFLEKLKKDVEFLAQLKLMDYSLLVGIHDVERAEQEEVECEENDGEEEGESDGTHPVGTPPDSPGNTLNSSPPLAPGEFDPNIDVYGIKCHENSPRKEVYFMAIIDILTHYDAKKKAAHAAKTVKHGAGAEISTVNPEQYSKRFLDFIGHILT
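Compounds were pin-transferred onto PI5P4Kalpha and substrate in HEPES pH 7.4 buffer with EGTA, CHAPS and 5% DMSO. ATP (5 microM final) started the reaction, which ran 60 minutes at room temperature before ADP-Glo detection.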
EPAC1 antagonist = antagonists of human EPAC1. EPAC1 GEF assay, Rap1b-BODIPY-GDP exchange fluorescence. Potency, µM (series often up to 115 µM), for inactives: at the top dose activity change, negative = inhibition, most hits filed as inhibitors. hit rate 0.14% among 360,000;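 also: potency is read from the fitted curve at half-maximal effect; plate controls were vehicle for no effect and positive control for full effect; nearly all actives have a fitted effect of over 50% in size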
HEK293 tox = cytotoxic in the GLP-1 receptor inverse agonist counter-screen | HEK293 cAMP-luciferase reporter cells, luminescence, 24 h | Potency, µM (doses to about 38.3 µM), inactives show at the top dose activity change, negative = inhibition, actives largely listed as inhibitors | hit rate 0.13% among 410,000 | AID 624418;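 also: loss of luciferase light is scored as toxicity; potency is read from the fitted curve at half-maximal effect; % is scaled to controls: 0 for no effect and ±100 for the full control effect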
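Compound-treated cells are incubated 24 hr at 37 deg C under 5% CO2 after a 12 hour attachment period, then luciferase detection reagent is added and luminescence is measured following 12 min at room temperature; lowered signal indicates toxicity.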
* marks the source's active call; other numbers are inactive results; i = inactive; ? = inconclusive; · = no result given; & = joins results of further samples; [ ] = another dose, or the depositor's remark. Unless noted, calls follow the shape of the dose curve; as a rule, active = well fitted curve in the direction sought with a large enough effect; inconclusive = small, poorly fitted or top-dose-only effect, or another doubt; inactive = no such curve, though single readings can be large; an effect the other way counts as inactive or inconclusive.

1: Cc1ccc(NC(=O)OCCN2CCN(Cc3ccccc3)CCC2=O)cc1
2: S=C(NCC1CCCO1)Nc1ccccc1Cl (stereo not given)
3: COc1ccc(CN2CCC(N3CC(C)OC(C)C3)CC2)c(OC)c1 (stereo not given)
4: CCN(C(=O)Cc1ccc(NC2=NC3CS(=O)(=O)CC3S2)cc1)c1ccccc1 (stereo not given)
5: Cc1ccc(CCN2CC(C(=O)NCc3ccco3)CC2=O)cc1 (stereo not given)
6: CCC(C)[C@H](NC(=O)NCc1ccccc1)C(=O)O (stereo not given in full)
7: COCCNC(=O)CCn1nc(-c2ccc(C)cc2)c2ccccc2c1=O
8: CCOc1ccc2[nH]c3c(N4CCC5(CC4)OCCO5)ncnc3c2c1
9: O=C(CSc1ccccc1C(=O)O)NC12CC3CC(CC(C3)C1)C2
10: O=C1CCCc2nc(N3CCc4ccccc43)ncc21

compound no.	1	2	3	4	5	6	7	8	9	10
EPAC1 agonist	-9%	2%	8%	-4%	0%	5%	8%	-6%	8%	-1%
GLP1R inv ag	9%	1%	-7%	15%	-1%	6%	1%	?	2%	15%
PLK1 PBD block	5%	2%	-10%	1%	-8%	6%	-17%	-4%	30µM*	-7%
GLP1R ag	1%	-1%	2%	-2%	0%	-2%	15%	2%	-6%	4%
IL-2 act	0.4	2.7	0.5	-2.2	0.7	2.3	-0.3	0.5	-0.1	-1.3
PTHR1 ag	i	i	-9%	i	i	14%[57.5 µM]	-14%	-2%	-5%	24%
PI5P4K alpha inh	-4	6	-2	-3	6	·	3	-1	-13	·
EPAC1 antagonist	-16%	11%	-29%	6%	-9%	-1%	-3%	-13%	12%	-15%
HEK293 tox	?	-11%	-17%	-3%	12%	29%	-6%	?	0%	7%

11: COC1=C/C(=C/c2c(N)n3nc(CC(=O)N4CCCCC4)sc3nc2=O)C=CC1=O
12: CC(CCO)Nc1nc2c([nH]1)c(=O)n(C)c(=O)n2C (stereo not given)
13: CCCCCOc1ccc(CSc2n[nH]c(C)n2)cc1
14: COc1ccc(NC(=O)C2(C)Cc3c(-c4ccc(NC(C)=O)cc4)ccnc3O2)cc1 (stereo not given)
15: CCC(=O)c1ccc(OCc2ccc(C(=O)c3ccccc3)cc2)cc1
16: COc1cc(CNCCc2ccccc2F)ccc1OCc1ccc(Cl)nc1
17: COc1ccc(NC(=O)CN(C)CC(=O)Nc2cccc(F)c2)cc1S(=O)(=O)N1CCCCC1
18: COc1ccc(CN2C(=O)NC3(CCCc4ccccc43)C2=O)cc1F (stereo not given)
19: CCN(C1CCS(=O)(=O)C1)S(=O)(=O)c1ccc2ccccc2c1 (stereo not given)
20: COc1ccc(N(CC(=O)NCCc2ccccc2)C(=O)c2csnn2)cc1

compound no.	11	12	13	14	15	16	17	18	19	20
EPAC1 agonist	-7%	-10%	3%	7%	4%	2%	-5%	8%	11%	-2%
GLP1R inv ag	4%	-4%	38%[activator][7.66 µM]	27%	10µM*	?	-5%	-3%	1%	1%
PLK1 PBD block	37%[activator]	-5%	30µM*	3%	-3%	1%	2%	-6%	2%	-4%
GLP1R ag	-1%	1%	16%	-8%	0%	7%	-6%	13%	3%	8%
IL-2 act	22	-1.8	-0.2	-0.7	-4.2	-0.6	-0.7	0.3	-0.2	-1.2
PTHR1 ag	i	?	-35%[inhibitor]	i	-42%	-4%[57.5 µM]	-17%	-14%	i	-16%
PI5P4K alpha inh	-64*	·	1	-1	-3	-2	-4	-12	-7	1
EPAC1 antagonist	18%	3%	-19%	-23%	-16%	-4%	3%	-3%	-24%	7%
HEK293 tox	136%[activator]	6%	18%[7.66 µM]	2%	18%	?	-19%	3%	22%	-1%

Three entries out of the list above, ordered by the value under PLK1 PBD block, high to low:
| cpd | SMILES | PLK1 PBD block |
| --- | --- | --- |
| 4 | CCN(C(=O)Cc1ccc(NC2=NC3CS(=O)(=O)CC3S2)cc1)c1ccccc1 (stereo not given) | 1% |
| 18 | COc1ccc(CN2C(=O)NC3(CCCc4ccccc43)C2=O)cc1F (stereo not given) | -6% |
| 7 | COCCNC(=O)CCn1nc(-c2ccc(C)cc2)c2ccccc2c1=O | -17% |

Remaining list, next part.
21: CC1=C(C(=O)NC2CCCC(C)C2C)C2(CCCCC2)OC1=O (stereo not given)
22: COc1ccc(NC(=O)c2cc(C(=O)Nc3ccc(OC)cc3OC)cc([N+](=O)[O-])c2)c(OC)c1
23: COc1ccc(NC2CCCN(C(=O)c3c(C)noc3C)C2)cc1 (stereo not given)
24: O=C(Nc1ccccc1F)C(c1ccccc1)c1ccccc1
25: Nc1nc2ccccc2n1C(=O)c1ccccc1
26: Cc1ccc(-n2nnc3c(=O)n(Cc4cccc(C)c4)cnc32)cc1
27: CCOC(=O)C1=C(CNCCc2ccc(Cl)cc2)NC(=O)NC1c1cccc([N+](=O)[O-])c1 (stereo not given)
28: CC(C)c1nnc(NC(=O)Cc2ccc(Br)cc2)s1
29: O/N=C/c1cc(Br)ccc1OCc1ccccc1F
30: CCN(CC)c1ccc(/C=c2\sc3nc4ccccc4n3c2=O)c(O)c1

compound no.	21	22	23	24	25	26	27	28	29	30
EPAC1 agonist	-4%	21%	-2%	-6%	3%	-13%	-1%	3%	29%	-124%[inhibitor]
GLP1R inv ag	-20%	3%	0%	?	?	2%	10µM*	5%	?	?
PLK1 PBD block	24µM*	-3%	-9%	-2%	3%	-3%	0%	?	-18%	-23%
GLP1R ag	-5%	4%	2%	-7%	-7%	-5%	11%	-2%	3%	-8%
IL-2 act	1.9	-0.1	-1.5	-0.6	-4.4	-2.3	-0.3	-0.3	-1.5	-0.6
PTHR1 ag	i	-17%	?	-10%	i	i	-11%	i	-21%[57.5 µM]	-32%[inhibitor]
PI5P4K alpha inh	-2	-5	2	0	-4	3	4	-12	-2	-26
EPAC1 antagonist	-4%	1%	2%	1%	-11%	?	-12%	5%	0%	?
HEK293 tox	1%	22%	10%	3%	-10%	6%	-7%	2%	-14%	·

The last 4 records of the part above are carried over, then new ones follow.
27: CCOC(=O)C1=C(CNCCc2ccc(Cl)cc2)NC(=O)NC1c1cccc([N+](=O)[O-])c1 (stereo not given)
28: CC(C)c1nnc(NC(=O)Cc2ccc(Br)cc2)s1
29: O/N=C/c1cc(Br)ccc1OCc1ccccc1F
30: CCN(CC)c1ccc(/C=c2\sc3nc4ccccc4n3c2=O)c(O)c1
31: CCOc1ccccc1NC(=O)c1sc2nc(-c3ccc(OC)cc3)ccc2c1N
32: COc1cc(OC)cc(C(=O)Nc2cccc3ccccc23)c1
33: CCOC(=O)C(=CNc1ccccc1Cl)C(=O)OCC
34: O=C(Cn1cnc2ccccc21)Nc1cccc(S(=O)(=O)N2CCCC2)c1
35: Cc1c(NC(=O)/C(C#N)=C\c2cccs2)c(=O)n(-c2ccccc2)n1C
36: CCS(=O)(=O)Nc1cccc(C2=NN(C(=O)c3ccco3)C(c3ccco3)C2)c1 (stereo not given)
37: O=C(CCNS(=O)(=O)c1cccs1)NCc1ccco1
38: C[C@@H]1CN([C@H](C)CO)C(=O)c2c(c3ccccc3n2C)-c2ccccc2CO[C@@H]1CN(C)C(=O)Nc1ccc2c(c1)OCO2
39: CCCN(CCC)CCCNC(=O)Cn1cnc2sc(C)c(S(=O)(=O)N3CCC(C)CC3)c2c1=O
40: COc1ccccc1NC(=O)CN1CCC(n2c(C)nc3cc(F)ccc32)CC1
41: Cc1ccccc1C(=O)OCC(=O)NCc1ccco1
42: CC1CN(c2nc3ccccc3cc2-c2ccccc2)CC(C)O1 (stereo not given)

compound no.	27	28	29	30	31	32	33	34	35	36	37	38	39	40	41	42
EPAC1 agonist	-1%	3%	29%	-124%[inhibitor]	·	19%	3%	7%	0%	6%	-6%	-8%	5%	2%	4%	0%
GLP1R inv ag	10µM*	5%	?	?	82%[activator]	-16%	12%	3%	12%	5%	7%	?	-13%&4%	0%	-12%	?
PLK1 PBD block	0%	?	-18%	-23%	·	-6%	-12%	-7%	-6%	-11%	-6%	5%	-10%	4%	-16%	-6%
GLP1R ag	11%	-2%	3%	-8%	1%	13%	-8%	-2%	-1%	14%	-8%	-7%	3%	29%	2%	3%
IL-2 act	-0.3	-0.3	-1.5	-0.6	·	-0.2	-0.8	-0.1	0.4	0.0	-1.4	-1.4	-0.4	-2.4	0.5	1.0
PTHR1 ag	-11%	i	-21%[57.5 µM]	-32%[inhibitor]	i	-23%	-7%	-89%[inhibitor]	i	i	i	-28%	1%	-21%	-8%	-3%
PI5P4K alpha inh	4	-12	-2	-26	·	0	1	-3	2	-25	-5	1	2	·	?	15
EPAC1 antagonist	-12%	5%	0%	?	·	7%	-4%	-28%	-8%	-2%	19%	-13%	3%	-4%	?	-11%
HEK293 tox	-7%	2%	-14%	·	77%[activator]	-13%	-8%	4%	-13%	-10%	-6%	-27%	-10%&-3%	2%	-6%	5%

This is a subset (hit frequency here may not be typical).
